Bioassay records deposited in PubChem by several laboratories.
RAM inhibit: inhibitors of the yeast RAM network; S. cerevisiae dse1pr::URA3 reporter, 5-FOA growth OD615, 2 d; analog-sensitive cbk1-as2 kinase mutant strain; inhibition, % at 50 µM; 190,000 compounds, 1.8% hits; AID 868;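 active means inhibition above a set limit, 3 SD over mean compound inhibition, cut at about 8.4% in these data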;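 further: 0% = DMSO-only wells with no growth and 100% = 10 µM 1-NA-PP1 full growth; inhibition rescues growth on 5-FOA so higher OD means more RAM inhibition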
APP 5'UTR act: APP 5'UTR luciferase reporter activation; SH-SY5Y APP 5'UTR luciferase reporter, luminescence; zero percent = DMSO vehicle wells; activation, % at 2 µM; 190,000 compounds, 1% hits; AID 1276;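 active means activation above a set limit, based on mean plus 3 SD of controls, cut at about 140% in these data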; further: values of inactives mirror those of a sister screen read the other way
APP transl inh: APP translation inhibition; 190,000 compounds, 0.82% hits; SH-SY5Y APP 5'UTR-luciferase reporter, luminescence; inhibition, % at 2 µM;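 active means inhibition above a set limit, derived from the sample mean plus 3 SD, cut at about 45% in these data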; further: values of inactives mirror those of a sister screen read the other way
STAT1 act: STAT1 signaling activation; NIH 3T3 STAT1-luciferase reporter, IFN-gamma, luminescence; 100% = IFN-gamma alone, no compound; AID 932; activation (% of control), % at 5.5 µM; 200,000 compounds, 2.6% hits;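 active means activation above the screen-wide mean activation plus 3 SD, cut at about 130% in these data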;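 further: raw ratio to IFN-gamma control signal so 100% means no change and 0% no light; values of inactives mirror those of a sister screen read the other way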
STAT3 blocker: inhibitors of IL-6 induced STAT3 signaling; U3A cells, IL-6 STAT3-luciferase reporter, luminescence; host cell line lacks STAT1; inhibition, % at 5.5 µM; 190,000 compounds, 0.89% hits;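 active means inhibition above the mean inhibition across all screened compounds plus 3 SD, cut at about 44% in these data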;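 further: 0% = DMSO only wells and 100% = 100 µM nifuroxazide control wells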
Hsp70 act: transcriptional activators of Hsp70; HeLa Hsp70 promoter luciferase reporter, luminescence; scaled: vehicle 0, proteasome-inhibitor control 100%; 200,000 compounds, 0.04% hits; activation, % at 10 µM;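 active means activation above the mean across all tested compounds plus 3 SD, cutoff set per campaign, cut at about 5.5% in these data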;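 further: 100% = MG132 at 30 µM as the positive control and 0% = DMSO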
STAT1 inh: inhibitors of IFN-gamma induced STAT1 signaling; NIH 3T3 STAT1-luciferase reporter, luminescence; 200,000 compounds, 0.35% hits; inhibition, % at 5.5 µM;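 active means inhibition above a set limit, the mean inhibition across all tested compounds plus 3 SD, cut at about 34% in these data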;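 further: 0% = IFN-gamma with DMSO and 100% = IFN-gamma with 300 µM nifuroxazide; values of inactives mirror those of a sister screen read the other way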
NF-kB neuron act: raises NF-kB expression in human neuronal cells; 190,000 compounds, 1.6% hits; fold change at 12.5 µM; NF-kB reporter expression; active compounds read high; in the data active means fold change above about 3.3
STAT3 activator: STAT3 signaling activation; U3A cells, IL-6 STAT3-luciferase reporter, luminescence; 100% = signal with IL-6 EC80 alone; activation (% of control), % at 5.6 µM; 190,000 compounds, 0.91% hits; AID 871;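 active means activation above the screen-wide mean of compound activation plus 3 SD, cut at about 130% in these data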;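 further: 0% = background luminescence of wells with medium and substrate only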
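Material: STAT3-luciferase reporter U3A cells; Probe or stimulus: IL-6 (33 ng/mL); Incubation: compound pre-incubation 1 h before IL-6, then 6 h stimulation at 37 °C; Technique: luminescence from STAT3-driven luciferase reporter; Evaluation: % activation versus median of IL-6-stimulated wells; Controls: IL-6-only high control.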
FLuc inh counter: inhibits firefly luciferase, flagging false hits in luciferase inhibition screens; P08659; ATPLite firefly luciferase biochemical luminescence, 10 min; inhibition, % at 10 µM; 200,000 compounds, 1.5% hits; AID 1006;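 active means inhibition above about 50% when tested at 10 µM, limit read from the data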
Target sequence (P08659 whole entry, looked up): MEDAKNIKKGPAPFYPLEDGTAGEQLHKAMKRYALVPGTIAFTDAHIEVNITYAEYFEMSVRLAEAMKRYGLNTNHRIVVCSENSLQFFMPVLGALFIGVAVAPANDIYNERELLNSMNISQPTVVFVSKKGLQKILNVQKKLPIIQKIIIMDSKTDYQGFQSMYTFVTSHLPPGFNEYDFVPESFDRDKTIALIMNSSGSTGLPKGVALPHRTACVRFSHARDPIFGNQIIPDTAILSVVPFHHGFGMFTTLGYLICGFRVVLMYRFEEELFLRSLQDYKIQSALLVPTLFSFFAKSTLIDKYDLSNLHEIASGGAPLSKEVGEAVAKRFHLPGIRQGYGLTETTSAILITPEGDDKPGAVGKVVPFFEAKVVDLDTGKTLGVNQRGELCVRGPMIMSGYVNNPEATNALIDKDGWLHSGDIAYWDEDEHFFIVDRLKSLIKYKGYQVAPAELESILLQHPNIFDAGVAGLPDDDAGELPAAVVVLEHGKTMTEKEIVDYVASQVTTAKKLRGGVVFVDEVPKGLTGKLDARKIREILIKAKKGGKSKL
* hit, by the source's call; nt = no result given. This is a random part of the collection, and some 7.7% of all compounds hit somewhere here.

SMILES | RAM inhibit | APP 5'UTR act | APP transl inh | STAT1 act | STAT3 blocker | Hsp70 act | STAT1 inh | NF-kB neuron act | STAT3 activator | FLuc inh counter
Cc1cc(NC(=O)CSc2nc3ccsc3c(=O)n2NC(=O)c2ccccc2)no1 | -1.0 | 72.4 | -72.4 | 109.2 | -3.2 | -0.3 | -10.0 | 2.31 | 105.3 | -1.2
Cc1ccccc1N=C1Nc2ccccc2CS1 | 0.2 | 104.9 | -104.9 | 125.6 | 32.8 | 0.1 | -28.1 | 4.63* | 79.6 | 35.1
CCn1c(CSc2nc(C)cs2)nc2cc(S(=O)(=O)N(C)C)ccc21 | 2.8 | -18.3 | 18.3 | 102.7 | -3.8 | -0.3 | -2.9 | 1.05 | 107.2 | -8.2
O=S(=O)(NCc1ccccc1)c1cnc[nH]1 | 2.2 | 2.3 | -2.3 | 97.0 | 2.4 | -0.3 | 3.3 | 1.02 | 101.1 | -4.8
CC(=O)N1c2c(cc(Br)cc2S(=O)(=O)N2CCN(C(=O)c3ccco3)CC2)CC1C (stereo not drawn) | 0.5 | 6.3 | -6.3 | 94.3 | 16.0 | -0.2 | 6.2 | 0.81 | 89.0 | -9.4
O=C(Nc1nccs1)c1nc(-c2ccccc2)n(-c2ccccc2)n1 | 3.0 | -20.8 | 20.8 | 99.7 | 3.3 | -0.3 | 0.3 | 0.89 | 101.6 | -13.2
Clc1ccc(Sc2oc(/C=N/n3cnnc3)cc2Br)cc1 | 3.1 | 8.1 | -8.1 | 100.5 | -2.6 | -0.2 | -0.6 | 1.09 | 104.5 | -4.1
C=CCn1c(SCc2c(Cl)cccc2Cl)nnc1-c1cccnc1 | 0.9 | -22.0 | 22.0 | 101.5 | 14.2 | -0.1 | -1.6 | 0.62 | 92.6 | -6.2
CC(C)CC(=O)c1c[nH]c(C(=O)O)c1 | 0.6 | -4.3 | 4.3 | 92.3 | 0.6 | 0.0 | 8.2 | 1.23 | 101.1 | -5.1
CC(C)CCNC(=O)COC(=O)/C=C/c1ccc2ccccc2n1 | -0.1 | 19.3 | -19.3 | 104.2 | 2.9 | -0.4 | -7.6 | 1.31 | 101.6 | 2.0
Cc1ccc(C2CC(C(F)F)n3ncc(C(=O)Nc4c(C)nn(Cc5c(F)cccc5Cl)c4C)c3N2)cc1 (stereo not drawn) | 5.5 | 1.2 | -1.2 | 93.3 | 15.8 | -0.4 | 7.2 | 0.71 | 89.3 | -8.9
CC(C)(C)n1ncc2c(=O)n(CC(=O)OCc3ccccc3)cnc21 | -0.8 | 68.1 | -68.1 | 104.9 | 34.9 | 0.1 | -5.5 | 0.3 | 73.9 | 92.5*
Cc1nc(Nc2ccccc2C(F)(F)F)sc1C(=O)N(C)C | 1.0 | 33.2 | -33.2 | 128.3 | 4.4 | 0.2 | -34.9 | 1.09 | 100.3 | -3.2
O=C(CC1C(=O)N(c2ccccc2)C(=S)N1c1ccccc1)c1ccc(Br)cc1 (stereo not drawn) | 3.5 | 15.9 | -15.9 | 106.0 | 12.3 | -0.3 | -6.7 | 1.11 | 92.3 | -7.9
CC(C)c1nc(SCC(=O)Nc2nc3c(s2)CCCC3)c2ccccc2n1 | -1.0 | 11.2 | -11.2 | 100.0 | 6.0 | 0.1 | 1.2 | 0.82 | 103.1 | -4.8
Cc1oc(-c2ccc3c(c2)OCCO3)cc1C(=O)NC(CCC(=O)O)C(=O)O (stereo not drawn) | 1.9 | 3.1 | -3.1 | 108.8 | -4.4 | 0.0 | -9.7 | 1.53 | 106.2 | -1.2
COc1ccc(CN(C)C2CCCCC2)c(C)c1C | 0.2 | 5.6 | -5.6 | 103.4 | 10.7 | -0.6 | -3.8 | 1.07 | 95.6 | -3.4
NNC(=O)c1ccc(N2CCCCCC2)c([N+](=O)[O-])c1 | 0.8 | -13.6 | 13.6 | 91.5 | -4.4 | -0.2 | 7.4 | 1 | 105.8 | -3.2
C[N+]1(CC(=O)Nc2ccc(F)cc2)CCN(C(=O)c2ccco2)CC1 | 0.7 | 6.4 | -6.4 | 107.1 | -11.7 | 0.0 | -7.9 | 1.15 | 110.4 | -5.0
CC(Cc1ccccc1)C(=O)Nc1ccccc1 (stereo not drawn) | 0.7 | -0.9 | 0.9 | 93.9 | 2.2 | -0.4 | 6.7 | 1.19 | 95.8 | -5.3
CC(=O)c1cccc(NC(=O)C2CCCN(S(=O)(=O)c3ccc(F)cc3)C2)c1 (stereo not drawn) | 2.1 | 0.6 | -0.6 | 91.3 | 7.3 | -0.1 | 9.2 | 0.65 | 96.6 | -2.4
CCC(=O)N1c2ccccc2-c2nnc(SC)nc2OC1c1ccc(N(C)C)cc1 (stereo not drawn) | 0.8 | 7.7 | -7.7 | 111.8 | 9.1 | 0.2 | -13.0 | 1.06 | 92.1 | -3.4
COc1ccc(CN(Cc2cc3cc4c(cc3[nH]c2=O)OCO4)C(=O)NC2CCCCC2)cc1 | 6.0 | -13.5 | 13.5 | 97.2 | -0.5 | -0.3 | 3.1 | 0.61 | 105.8 | -6.4
COc1ccc(CN(CC2CCCO2)C(=O)c2cc3ccccc3oc2=O)cc1 (stereo not drawn) | 3.1 | -16.8 | 16.8 | 103.2 | 6.3 | -0.2 | -3.2 | 0.9 | 101.9 | -2.5
N/C(=N\O)c1ccccc1-n1cccc1 | -0.2 | -11.4 | 11.4 | 103.5 | 5.1 | -0.2 | -5.2 | 1.41 | 101.5 | -8.1
C#CCOCCOCCOCCNc1nc(N2CCN(C(=O)[C@H]([C@@H](C)CC)n3cc([C@@H](N)CO)nn3)CC2)nc(N2CCN(C(=O)[C@H](Cc3cc4ccccc4[nH]3)n3cc([C@@H](N)C(C)CC)nn3)CC2)n1 (stereo partly drawn) | -0.9 | 10.0 | -10.0 | 102.4 | nt | -0.2 | -1.0 | 0.99 | nt | -1.3
COC(=O)c1c(C)oc2ccc(NS(=O)(=O)c3cc(OC)ccc3OC)cc12 | 2.3 | -0.8 | 0.8 | 83.1 | 21.6 | 0.1 | 18.3 | 1.02 | 84.8 | -5.6
COc1cc(/C=C/C(=O)O)cc(S(=O)(=O)Nc2cccc(SC)c2)c1OC | 1.5 | 16.4 | -16.4 | 95.9 | -0.5 | -0.2 | 4.6 | 0.89 | 103.9 | -3.0
CCN(CC)S(=O)(=O)c1cccc(-c2nnc(SCC(=O)NC3CCCCCCC3)n2N)c1 | 1.7 | -0.1 | 0.1 | 98.6 | -1.3 | -0.2 | 4.8 | 1.13 | 101.1 | -2.9
CC(C)(C)OC(=O)N/N=C\c1ccc(OC(=O)c2cccs2)cc1 | 2.0 | 34.5 | -34.5 | 121.3 | -5.3 | -0.2 | -23.9 | 2.7 | 103.5 | -5.5
COC(=O)c1ccc(N=NN2CCCCCC2)cc1 | 0.0 | 106.5 | -106.5 | 137.1* | 28.3 | -0.2 | -40.9 | 4.07* | 78.6 | 34.3
Cc1cc(F)ccc1S(=O)(=O)N1CCCOC1CNC(=O)C(=O)NCCc1c[nH]c2ccccc12 (stereo not drawn) | 1.3 | -3.5 | 3.5 | 100.1 | 6.1 | 0.0 | 2.3 | 0.7 | 93.2 | -6.1
CN(C)c1nc(N(C)C)nc(N(C#N)CN2C(=O)c3ccccc3C2=O)n1 | 1.9 | -4.1 | 4.1 | 93.1 | -1.7 | -0.3 | 7.5 | 0.9 | 101.0 | -5.8
COc1cc(OC)cc(C(=O)NC(C(=O)NCCN(C)C)C23CC4CC(CC(C4)C2)C3)c1 (stereo not drawn) | 0.8 | 13.1 | -13.1 | 110.2 | 11.4 | -0.4 | -11.2 | 0.93 | 98.6 | -3.1
O=C(Nc1ccccc1N1CCOCC1)C1(c2ccc(Cl)cc2)CCC1 | 9.2* | 3.7 | -3.7 | 93.2 | -2.6 | -0.3 | 7.9 | 1.13 | 102.6 | -5.8
O=C(NCC(=O)N(c1cccnc1)C(C(=O)NC1CCCC1)c1ccc(F)cc1)c1ccco1 (stereo not drawn) | 3.0 | -20.9 | 20.9 | 98.1 | 6.7 | 0.1 | 0.6 | 1.14 | 98.7 | -0.8
Cc1nn2c(-c3ccc(Cl)cc3)nnc2s1 | 1.6 | 55.4 | -25.2 | 105.8 | 20.1 | 0.0 | -7.4 | 1.55 | 88.0 | -4.8
O=C(C1=C[C@H](c2ccc(Br)cc2)C[C@H](OCc2ccc(CO)cc2)O1)N1CCOCC1 | 4.9 | 11.4 | -11.4 | 100.5 | nt | -0.3 | 1.1 | 1.13 | nt | -5.6
COc1cccc(NC(=S)NN=C2CCCCCC2)c1 | 1.1 | 25.0 | -25.0 | 103.9 | 9.2 | 0.0 | -4.5 | 3.33* | 96.8 | 24.2
O=C(NNC(=O)C12CC3CC(CC(C3)C1)C2)c1ccco1 | -0.1 | 3.6 | -3.6 | 102.2 | -3.1 | -0.2 | -4.0 | 0.91 | 106.7 | -2.6
CC(OC(=O)c1ccc2ncsc2c1)C(=O)Nc1ncc(Cl)cc1Cl (stereo not drawn) | 2.9 | 9.6 | -9.6 | 105.3 | 1.1 | 0.2 | -5.5 | 1.19 | 97.9 | -8.1
CC(C)CNC(=O)C1CCN(c2ccc(S(=O)(=O)N3CCOCC3)cc2Cl)CC1 | -0.5 | 9.1 | -9.1 | 97.6 | 0.4 | -0.3 | 3.2 | 0.69 | 105.2 | -12.0
Cc1cc2ccccc2nc1SCC(=O)N1c2ccccc2CC1C (stereo not drawn) | 2.9 | -10.1 | 10.1 | 101.2 | 2.8 | -0.3 | -1.4 | 0.93 | 99.0 | -5.1
Fc1ccc(NC(=S)Nc2cccnc2)c(Cl)c1 | 1.3 | 13.7 | -13.7 | 97.5 | 11.5 | -0.1 | -0.2 | 1.22 | 94.3 | -2.6
CN(C)c1nc(NCc2ccccc2)nc(SCC(=O)Nc2ccccc2)n1 | 5.0 | 0.7 | -0.7 | 85.8 | 21.1 | -0.3 | 16.0 | 0.8 | 86.8 | -3.3
CCCn1nnc(NC(=O)c2ccc(-c3cc(Cl)ccc3Cl)o2)n1 | 6.5 | -6.7 | 6.7 | 104.6 | 5.5 | -0.3 | -5.1 | 1.11 | 97.2 | 3.6
Cc1ccc2c(c1)NCCO2 | 0.1 | 1.6 | -1.6 | 97.4 | -16.7 | -0.3 | 2.9 | 1.09 | 119.9 | -6.5
CCN(CC)C(=O)N(CC)Cc1ccccc1 | 2.3 | 8.7 | -8.7 | 95.5 | 7.2 | -0.1 | 5.1 | 0.92 | 101.9 | -2.4
O=C(CN1C(=O)/C(=C/c2ccccc2F)Sc2ccccc21)NCc1cccnc1 | -1.8 | -16.4 | 16.4 | 84.7 | -1.2 | -0.1 | 14.9 | 0.69 | 103.0 | -4.2
O=C1/C(=C/c2cccnc2)SC(=S)N1c1ccc(F)cc1 | 4.9 | 27.6 | -27.6 | 104.7 | -5.3 | -0.1 | -5.3 | 1.24 | 102.2 | -3.1
COc1cc(C(=O)OCCN2CCOCC2)ccc1O | 0.1 | 12.7 | -12.7 | 94.9 | 11.0 | -0.1 | 5.6 | 1.09 | 93.8 | 3.9
CC1CN(C(=O)/C=C/c2ccc([N+](=O)[O-])s2)CC(C)O1 (stereo not drawn) | 3.7 | 18.3 | -18.3 | 85.0 | 16.6 | 0.2 | 15.8 | 1.29 | 89.5 | -5.8
